Assay outcomes as filed in PubChem.
Luciferase inh = Photinus pyralis luciferase inhibition; P08659; purified P. pyralis luciferase, luminescence, biochemical; Potency, µM (doses to about 115 µM), for the others: at the top dose activity change, negative = inhibition, most hits filed as inhibitors; 76,000 compounds, 2.5% hits; AID 1347043; further: potency means the concentration at half of the fitted maximal effect; nearly all actives have a fitted effect of over 65% in size
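Cell-free enzyme assay, 10nM P. pyralis luciferase, luciferin and ATP each at 10uM. Inhibition profiled over a 6-point titration, read as luminescence.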
HEK293 tox = cytotoxic compounds in HEK 293 cells. HEK 293 viability, ATP luminescence (CellTiter-Glo), 48-72 h. Potency, µM (highest dose often 115 µM), for the others: at the top dose activity change, negative = cytotoxicity, most hits filed as inhibitors. 94,000 compounds, 6.6% hits. AID 1345083; further: potency means the concentration at half of the fitted maximal effect; nearly all actives have a fitted effect of over 60% in size
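Viability of HEK 293 cells, plated at 250 cells/well, was judged by cellular ATP after compound treatment for 48 or 72 hr. Luminescence was imaged 10 min after CellTiter-Glo addition at room temperature.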
GPT2 inh = blocks human glutamate pyruvate transaminase 2. Recombinant GPT2, coupled pyruvate oxidase/HRP Amplex Red fluorescence. Potency, µM (top dose mostly 57.7 µM), for inactives: at the top dose activity change, negative = inhibition, usual class: inhibitors. 100,000 compounds, 0.25% hits. AID 1671188; further: potency means the concentration at half of the fitted maximal effect; nearly all actives have a fitted effect of over 60% in size; many of its hits are not listed in these tables
Target sequence (Q8TD30 whole entry, looked up): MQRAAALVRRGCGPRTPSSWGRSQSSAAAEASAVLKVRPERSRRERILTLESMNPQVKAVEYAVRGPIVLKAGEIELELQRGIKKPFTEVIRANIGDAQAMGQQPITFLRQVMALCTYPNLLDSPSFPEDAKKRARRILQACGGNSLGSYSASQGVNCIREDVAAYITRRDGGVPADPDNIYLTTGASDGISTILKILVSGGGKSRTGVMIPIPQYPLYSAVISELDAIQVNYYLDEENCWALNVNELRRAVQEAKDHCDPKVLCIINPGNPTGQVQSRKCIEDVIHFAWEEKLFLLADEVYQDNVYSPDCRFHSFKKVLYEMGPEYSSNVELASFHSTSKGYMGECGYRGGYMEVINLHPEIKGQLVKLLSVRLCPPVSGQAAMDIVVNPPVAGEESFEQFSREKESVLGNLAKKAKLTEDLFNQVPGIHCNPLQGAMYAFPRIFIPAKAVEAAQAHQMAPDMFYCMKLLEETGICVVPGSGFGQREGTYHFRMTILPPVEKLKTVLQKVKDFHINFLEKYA
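Fluorescence of coupled pyruvate oxidase/HRP/Amplex Red system (50uM Amplex, 30 min, dark) reports pyruvate formed by GPT2. Enzyme reaction: 10ng/uL GPT2, 2mM L-alanine, 250uM a-KG, 30 min room temperature, pH 7.5; 50uM AOA control.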
IP6K1 inh = inhibitors of human IP6K1 | activity change, % (series mostly up to about 58 µM) | 140,000 compounds, 0.81% hits | IP6K1 kinase, ADP-Glo luminescence, 2 h; active compounds read low | Q92551; in the data active means activity change below about -25%
Target sequence (Q92551 whole entry, looked up): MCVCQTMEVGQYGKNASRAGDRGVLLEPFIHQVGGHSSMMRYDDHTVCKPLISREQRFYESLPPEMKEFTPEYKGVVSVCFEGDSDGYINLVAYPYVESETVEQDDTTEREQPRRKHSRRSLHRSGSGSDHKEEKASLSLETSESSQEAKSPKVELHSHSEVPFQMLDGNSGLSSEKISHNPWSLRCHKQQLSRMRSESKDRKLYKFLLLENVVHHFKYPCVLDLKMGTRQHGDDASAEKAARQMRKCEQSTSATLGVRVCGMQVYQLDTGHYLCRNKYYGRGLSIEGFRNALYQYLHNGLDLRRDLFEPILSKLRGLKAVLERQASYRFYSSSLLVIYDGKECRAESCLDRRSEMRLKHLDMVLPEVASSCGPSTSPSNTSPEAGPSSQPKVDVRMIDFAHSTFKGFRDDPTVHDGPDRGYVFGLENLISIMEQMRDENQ
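ADP-Glo luminescence measures ADP made by human IP6K1 during a 2 h RT reaction with ATP/IP6 (mix at 1.3 mM/130 uM); top library doses 57.5 and 19.1 uM final.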
HEK293 viab = reduces viability of HEK-293 SNCA reporter cells; HEK-293-SNCA-luc viability, GF-AFC fluorescence, 24 h; Potency, µM (top dose mostly 57.1 µM), without a hit: at the top dose activity change, negative = cytotoxicity, usual class: cytotoxic; 150,000 compounds, 0.12% hits; AID 1671193;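 further: potency means the concentration at half of the fitted maximal effect; 0% = DMSO-treated cells and -100% = medium-only wells without cells; nearly all actives have a fitted effect of over 30% in size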
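Cytotoxicity counterscreen: after 24 h compound treatment of genome-edited SNCA-luciferase HEK-293 cells, live-cell protease substrate GF-AFC read by fluorescence after 30 min; activity scaled between DMSO (0%) and medium-only (-100%), curves Hill-fitted.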
NIH3T3 tox = cytotoxic compounds in NIH 3T3 cells; Potency, µM (top dose mostly 96.7 µM), for the others: top-dose activity change, negative = cytotoxicity, most hits filed as inhibitors; 94,000 compounds, 4.3% hits; AID 1345082; NIH 3T3 viability, CellTiter-Glo ATP luminescence, 48-72 h; further: potency means the concentration at half of the fitted maximal effect; nearly all actives have a fitted effect of over 55% in size
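Mouse fibroblast NIH 3T3 cells, 400 per well, received compound via pintool and were incubated for 48 or 72 hr prior to CellTiter-Glo ATP luminescence measurement.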
SNCA expr inhib = SNCA gene expression inhibition; 140,000 compounds, 0.17% hits; Potency, µM (series often up to 57.2 µM), for inactives: top-dose activity change, negative = inhibition, actives largely listed as inhibitors; HEK-293 SNCA-luciferase knock-in, luminescence, 24 h;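 further: potency means the concentration at half of the fitted maximal effect; plate controls were DMSO cells for no effect and cell-free wells for full effect; nearly all actives have a fitted effect of over 45% in size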
* hit, by the source's call; i = inactive; ? = inconclusive; · = no result given; [ ] = another dose, or the depositor's remark. Unless noted, the call rests on the fitted dose curve; in most records, active means well fitted curve in the direction sought with a large enough effect; inconclusive means small, poorly fitted or top-dose-only effect, or another doubt; inactive means no such curve, though single readings can be large; an effect the other way counts as inactive or inconclusive. Unless noted, on the % scale 0 is the no-effect control and ±100 the full control effect.

1. CCSc1nc2ccccc2c(OCc2ccccc2Cl)c1C(=O)OC
2. Cc1cc(Nc2cccc(Cl)c2)nc2ccc(NC(=O)c3cccc(N(C)C)c3)cc12
3. Cc1ccc(C(=O)NC2CC(C)(C)Cc3nc(N4CCOCC4)ncc32)cn1 (centres undefined)
4. COC1CCC12CCN(C(=O)c1nccc3ccccc13)CC2 (centres undefined)
5. CCN1c2cc(C(=O)Nc3cc(C)cc(C)c3)ccc2C(=O)N2CCCCC21 (centres undefined)
6. CCNC(=O)[C@@H]1C[C@H](NC(=O)c2ncoc2C)CN1CCCn1cnnn1
assay / compound	1	2	3	4	5	6
Luciferase inh	·	·	7%	·	-12%	-1%
HEK293 tox	·	·	-25%	-16%	28µM*	-3%
GPT2 inh	·	·	i	i	i	-3%
IP6K1 inh	-3	48	-3	-4	1	10
HEK293 viab	6%	-7%	0%	-5%	21%[12.5 µM]	-5%
NIH3T3 tox	·	·	-16%	2%	?	i
SNCA expr inhib	5%	148%[activator]	36%[activator]	27%	-28%	-10%

7. COC[C@@H]1CNC[C@H]1c1nc(C)no1
8. CCN(CC)S(=O)(=O)c1nnc(NC(=O)COc2ccc(Cl)cc2)s1
9. CCOC(=O)C1c2c(OC)ccc3c2C(=CC(C)(C)CO3)CN1Cc1ccccc1 (centres undefined)
10. COCC1CN(C(C)=O)CC12CCN(Cc1ccccc1OC(C)C)CC2 (centres undefined)
11. COc1cccc(-c2cccc(C(=O)N3CCN(C(=O)Cc4cccc(Cl)c4)CC3)c2)c1
12. COC1C(=O)N(c2cccc(F)c2)C12CCN(S(=O)(=O)c1ccc(C#N)cc1)CC2 (centres undefined)
assay / compound	7	8	9	10	11	12
Luciferase inh	4%	·	·	4%	·	1%
HEK293 tox	89µM*	·	45µM*	-13%	?	-20%
GPT2 inh	i	·	·	-10%	i	0%
IP6K1 inh	5	26	7	22	-2	15
HEK293 viab	-12%	8%	·	-1%	-1%[12.5 µM]	-14%
NIH3T3 tox	-7%	·	?	-15%	?	1%
SNCA expr inhib	-3%	3%	·	6%	8%	4%

Compound profiles (already shown). Order of values: Luciferase inh | HEK293 tox | GPT2 inh | IP6K1 inh | HEK293 viab | NIH3T3 tox | SNCA expr inhib
COC[C@@H]1CNC[C@H]1c1nc(C)no1 across the screens: 4% | 89µM* | i | 5 | -12% | -7% | -3%
CCN(CC)S(=O)(=O)c1nnc(NC(=O)COc2ccc(Cl)cc2)s1 across the screens: · | · | · | 26 | 8% | · | 3%

(further entries)
13. Cc1ccc(CNC(=O)CN2C(=O)CSc3ccc(S(=O)(=O)N(C)C)cc32)cc1
14. O=C(CSc1nnc2scc(-c3ccc(Cl)cc3)n12)Nc1cccc(C(F)(F)F)c1
15. COc1cccc([S+](=O)([O-])NC2CCCN(c3ccc4nnc(C)n4n3)C2)c1 (centres undefined)
16. O=C(COc1ccc(S(=O)(=O)NC2CCCCC2)cc1)Nc1ccc(C(F)(F)F)cc1
17. CN1C(=O)[C@H](OC(N)=O)[C@@H](C(=O)Nc2ccccc2)C12CCN(C(=O)CC1CCCC1)CC2
18. CC[C@H]1OC(=O)[C@H](C)C(=O)[C@H](C)[C@@H](O[C@H]2O[C@H](C)C[C@H](N(C)C)[C@@H]2O)[C@](C)(OC)C[C@@H](C)C(=O)[C@H](C)[C@H]2N(CCCCn3cnc(-c4cccnc4)c3)C(=O)O[C@]12C
assay / compound	13	14	15	16	17	18
Luciferase inh	·	·	·	·	·	·
HEK293 tox	·	·	4%	·	-6%	·
GPT2 inh	·	·	·	·	·	1%
IP6K1 inh	1	28	-1	3	0	·
HEK293 viab	-3%	10%	·	6%	·	2%
NIH3T3 tox	·	·	-28%	·	?	·
SNCA expr inhib	7%	-5%	·	33%[activator]	·	14%

From entry 11 up to 15, copied from above:
11. COc1cccc(-c2cccc(C(=O)N3CCN(C(=O)Cc4cccc(Cl)c4)CC3)c2)c1
12. COC1C(=O)N(c2cccc(F)c2)C12CCN(S(=O)(=O)c1ccc(C#N)cc1)CC2 (centres undefined)
13. Cc1ccc(CNC(=O)CN2C(=O)CSc3ccc(S(=O)(=O)N(C)C)cc32)cc1
14. O=C(CSc1nnc2scc(-c3ccc(Cl)cc3)n12)Nc1cccc(C(F)(F)F)c1
15. COc1cccc([S+](=O)([O-])NC2CCCN(c3ccc4nnc(C)n4n3)C2)c1 (centres undefined)
assay / compound	11	12	13	14	15
Luciferase inh	·	1%	·	·	·
HEK293 tox	?	-20%	·	·	4%
GPT2 inh	i	0%	·	·	·
IP6K1 inh	-2	15	1	28	-1
HEK293 viab	-1%[12.5 µM]	-14%	-3%	10%	·
NIH3T3 tox	?	1%	·	·	-28%
SNCA expr inhib	8%	4%	7%	-5%	·

New compounds follow
19. COc1ccc(OC)c(CCNC(=O)CN2C(=O)COc3ccc(S(=O)(=O)N4CCCCCC4)cc32)c1
20. O=C1CO[C@H]2CN(Cc3ccccc3F)C[C@H]2N1c1ccccc1
21. Cc1nn(-c2ccccc2)c2c1C(C1CC1)N(C1CCCN(C(=O)c3ccccc3F)C1)C2=O (centres undefined)
22. Cc1ccc(NC(=O)N2CC3CC(C2)[C@H]2CCCC(=O)N2C3)cc1F (some centres undefined)
23. CCOC(=O)CN(C1CCCC1)[C@@H]1C[C@@H]2CO[C@H](C(C)C)C[C@@H]2C1
24. CCc1noc(CC2CCOC3(CCN(S(=O)(=O)c4cccc(OC)c4)CC3)C2)n1 (centres undefined)
assay / compound	19	20	21	22	23	24
Luciferase inh	·	-1%[172 µM]	·	-9%	·	-9%
HEK293 tox	·	79µM*	?	4%	-16%	?
GPT2 inh	·	i	·	i	·	0%
IP6K1 inh	-6	10	14	11	24	-13
HEK293 viab	?	-4%[87.6 µM]	·	-4%	·	-10%
NIH3T3 tox	·	?	?	2%	?	?
SNCA expr inhib	2%	0%[87.6 µM]	·	12%	·	-31%

25. COC(=O)c1c(NC(=O)c2nc(SCc3ccc(C)cc3)ncc2Cl)sc2c1CCCC2
26. O=C(CSc1nnc2scc(-c3ccccc3)n12)Nc1ccc(Cl)cc1
27. Cc1ccc(C(=O)N2CCCCC2c2nc(-c3ccccc3)n[nH]2)cn1 (centres undefined)
28. O=c1cc2c(nn1Cc1cccc(Br)c1)CCCCC2
29. CCn1ncc(CN2C[C@@H](COC)[C@H](c3ccncc3)C2)c1C
30. CCC1=C(C(=O)OC)C(c2ccccc2OC)N2C(CC(=O)N3CC(C)OC(C)C3)=CSC2=N1 (centres undefined)
assay / compound	25	26	27	28	29	30
Luciferase inh	·	·	·	32µM*	1%	-4%
HEK293 tox	·	·	?	?	-3%	?
GPT2 inh	·	·	-18%	?	i	-13%
IP6K1 inh	-14	8	14	-3	-11	5
HEK293 viab	17%	12%	-8%	-11%	1%	-5%
NIH3T3 tox	·	·	-6%	?	-16%	-4%
SNCA expr inhib	0%	-14%	-9%	80%[activator]	-24%	8%

31. O=c1c2nc(Nc3cccc(F)c3)ccc2ncn1Cc1ccccc1
32. COc1ccccc1NC(=O)N1CC(C(=O)NCC2CC2)CC(c2ccccc2)C1 (centres undefined)
33. COc1ccccc1-c1cccc(CN2CCC(NC(=O)C(C)(C)C)CC2)c1
34. C[C@](N)(Cc1ccc(O)c(O)c1)C(=O)O
35. COc1cc(NC(=O)Cc2noc3ccccc23)cc(OC)c1OC
36. COCCN1CCCCCC(O)c2cc(C(=O)NCCN3CCOCC3)ccc21 (centres undefined)
assay / compound	31	32	33	34	35	36
Luciferase inh	?	-9%	·	·	·	3%
HEK293 tox	79µM*	?	?	·	·	-7%
GPT2 inh	-2%[88.5 µM]	i	3%	7.9µM*	·	4%
IP6K1 inh	6	5	0	4	8	7
HEK293 viab	?	1%	5%	?	-1%	3%
NIH3T3 tox	?	-22%	?	·	·	-20%
SNCA expr inhib	11%[87.6 µM]	0%	-29%	3%	2%	6%

37. COC(=O)c1c(-c2cccs2)csc1NC(=O)c1ccc(Br)cc1
38. Clc1cc(NCC2CCCCC2)n2nccc2n1
39. CC[C@H]1CN(C(=O)C2CC2)CC[C@H]1CC(=O)NCc1ccccc1
40. CCC(=C(c1ccc(OCCN2CCCC2)cc1)c1ccc(OCCN2CCCC2)cc1)c1ccccc1
41. O=C(c1nccc2ccccc12)N1C[C@@H](CO)[C@H](c2ccncc2)C1
42. COc1ccc(OC)c(Nc2nc(-c3ccc(C)cc3)nc3ccccc23)c1
assay / compound	37	38	39	40	41	42
Luciferase inh	·	-6%[172 µM]	1%[172 µM]	·	-4%	·
HEK293 tox	·	?	0%[172 µM]	·	-12%	·
GPT2 inh	·	i	-11%[88.5 µM]	-17%	4%	·
IP6K1 inh	-5	4	9	19	16	11
HEK293 viab	0%	-1%[87.6 µM]	5%[87.6 µM]	-35%	0%	7%
NIH3T3 tox	·	?	i	·	-23%	·
SNCA expr inhib	30%[activator]	-6%[87.6 µM]	-19%[87.6 µM]	·	-5%	-12%

43. CN(Cc1cc(C2CC2)n[nH]1)c1nccc(-c2cccnc2)n1
44. O=C(CSc1nnc(CNC(=O)c2c(F)cccc2Cl)o1)Nc1cccc(F)c1
45. COC(=O)c1c(N)n(-c2cc(Cl)cc(Cl)c2)c2nc3ccccc3nc12
46. CCOc1ccccc1CNC(=O)[C@H]1CCC[C@H]1NC(=O)c1ccc(OC)cc1
47. CCN(CC)c1cc(CCC(=O)NCc2cc(F)ccc2F)ccn1
48. O=C(c1ccco1)N(Cc1cccnc1)c1nc2ccc(F)cc2s1
49. Cc1nn(C)c(C)c1CCC(=O)N[C@@H]1CN(Cc2ccccc2)C[C@H]1CN(C)C
assay / compound	43	44	45	46	47	48	49
Luciferase inh	?	·	·	-2%	4%	·	1%
HEK293 tox	?	·	·	-3%	-16%	·	-11%
GPT2 inh	i[11.5 µM]	·	·	2%	i	·	i
IP6K1 inh	29	1	13	15	2	-27*	-6
HEK293 viab	-1%	-1%	10%	?	-10%	-3%	8%
NIH3T3 tox	?	·	·	-16%	-29%	·	i
SNCA expr inhib	34%[activator]	4%	24%	-11%	-22%	86%[activator]	9%
